TAAR1 antagonist = human TAAR1 antagonism | Q96RJ0 | CHO RD-HGA16 TAAR1, Fluo-8 calcium fluorescence, antagonist | inhibition, % at 3 µM | actives 1.5% (n = 360,000) | AID 624466;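 active = inhibition above a per-plate cutoff, the mean inhibition of test compounds on that plate plus 3 SD, cut at about 49% in these data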;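 note: 0% = DMSO plus EC80 beta-PEA response and 100% = DMSO alone without agonist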
Target sequence (Q96RJ0 whole entry, looked up): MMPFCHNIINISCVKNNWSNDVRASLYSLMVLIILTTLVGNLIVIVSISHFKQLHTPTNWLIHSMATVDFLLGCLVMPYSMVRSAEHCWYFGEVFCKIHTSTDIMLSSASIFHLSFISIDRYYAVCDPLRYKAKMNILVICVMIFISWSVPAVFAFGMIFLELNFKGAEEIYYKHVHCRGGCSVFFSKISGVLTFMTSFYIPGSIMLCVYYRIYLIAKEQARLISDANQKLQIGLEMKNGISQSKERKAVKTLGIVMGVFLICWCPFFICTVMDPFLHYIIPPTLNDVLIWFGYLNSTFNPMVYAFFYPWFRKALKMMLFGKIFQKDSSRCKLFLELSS
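System: RD-HGA16 CHO cells with stable hTAAR1 and Gα16 | Probe or stimulus: EC80 β-phenethylamine stimulus | Dosing: 3 µM, single point | Times: Dye loading 75 min at 37 °C, then 30 min room temperature | Measured by: Fluo-8 calcium-sensitive fluorescence | Read-out basis: % inhibition of agonist calcium response | Replicates: n of 1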
CHO parental Ca = counter-screen: ATP calcium response change in parental CHO cells | inhibition, % at 5.6 µM | actives 0.63% (n = 330,000) | parental CHO-K1, ATP-induced calcium, Fluo-8 fluorescence;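 active = inhibition above that plate's mean sample inhibition plus 3 SD, cut at about 26% in these data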;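 note: 0% = ATP-challenged DMSO wells and 100% = DMSO wells without ATP; some compounds past the cut are filed as inactive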
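Measured by: calcium-sensitive Fluo-8 fluorescence / Test system: CHO parental line / Controls: ATP-challenged DMSO wells low, unchallenged DMSO wells high / Measure: % inhibition / Compound: single nominal dose of 5.6 µM per compound / Replicates: single well per compound, no replicates / Reagent: ATP as calcium-mobilizing challenge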
OXTR potentiator = potentiates the human oxytocin receptor response. AID 2445. actives 0.061% (n = 320,000). P30559. CHO-OTR cells, Fluo-8 calcium fluorescence, potentiator mode; 0% = oxytocin EC15, 100% = EC100. activation, % at 3 µM;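 active = activation above that plate's cutoff, the mean activation of tested compounds plus 3 SD, cut at about 6.6% in these data, passing the limit was not always enough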;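 note: 100% uses oxytocin at 75 nM as the full agonist control; some results filed as inactive read as strong as hits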
Target sequence (P30559 whole entry, looked up): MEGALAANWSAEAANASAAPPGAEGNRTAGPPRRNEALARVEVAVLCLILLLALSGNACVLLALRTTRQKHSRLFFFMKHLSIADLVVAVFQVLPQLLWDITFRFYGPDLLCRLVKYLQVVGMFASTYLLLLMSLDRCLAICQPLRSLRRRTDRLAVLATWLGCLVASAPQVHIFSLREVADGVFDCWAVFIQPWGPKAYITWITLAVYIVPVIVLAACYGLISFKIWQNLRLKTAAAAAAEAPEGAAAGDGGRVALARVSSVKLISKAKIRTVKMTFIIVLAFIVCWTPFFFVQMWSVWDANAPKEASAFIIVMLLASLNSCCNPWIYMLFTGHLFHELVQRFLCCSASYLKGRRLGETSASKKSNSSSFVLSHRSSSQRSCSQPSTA
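System: human OTR in CHO cells / Also added: sub-maximal oxytocin, roughly EC15 / Control set: EC15 oxytocin low, 75 nM oxytocin high / Schedule: 6 min compound pre-incubation at room temperature, 100 s kinetic read / Compound: single-point 3.0 µM / Replication: singlicate / Technique: Fluo-8 calcium dye fluorescence / Read-out basis: % activation of max/min ratio relative to oxytocin controls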
M1 PAM parental = M1 PAM counterscreen hit in parental CHO-K1 cells; ATP EC20, Fluo-8 calcium fluorescence; 0% at ATP EC20, 100% at ATP max; activation, % at 3 µM; actives 0.02% (n = 360,000);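 active = activation above the run cutoff, the mean activation of all test compounds plus 3 SD, cut at about 40% in these data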;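 note: peak over basal fluorescence ratio in a 140 s read after ATP addition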
V1aR counter = V1a receptor agonism, counter-screen for OXTR agonists; actives 0.25% (n = 320,000); P37288; activation, % at 3 µM; CHO-V1R cells, Fluo-8 calcium fluorescence, agonist mode; 0% DMSO, 100% 3 nM vasopressin; AID 2797;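 active = activation above the mean activation of all tested compounds plus 3 SD, per screening run, cut at about 20% in these data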;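 note: signal is peak over basal fluorescence ratio across a 100 second FLIPR read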
GPR7 antag = antagonists of human GPR7 (neuropeptides B/W receptor 1). P48145. GPR7-expressing cells, fluorescence antagonist assay. inhibition, % at 4.4 µM. actives 1.1% (n = 290,000); in the data active = inhibition above about 16%, passing the limit was not always enough;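 note: cells stimulated with the agonist NPW; 0% = agonist with vehicle and 100% = vehicle without agonist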
Target sequence (P48145 whole entry, looked up): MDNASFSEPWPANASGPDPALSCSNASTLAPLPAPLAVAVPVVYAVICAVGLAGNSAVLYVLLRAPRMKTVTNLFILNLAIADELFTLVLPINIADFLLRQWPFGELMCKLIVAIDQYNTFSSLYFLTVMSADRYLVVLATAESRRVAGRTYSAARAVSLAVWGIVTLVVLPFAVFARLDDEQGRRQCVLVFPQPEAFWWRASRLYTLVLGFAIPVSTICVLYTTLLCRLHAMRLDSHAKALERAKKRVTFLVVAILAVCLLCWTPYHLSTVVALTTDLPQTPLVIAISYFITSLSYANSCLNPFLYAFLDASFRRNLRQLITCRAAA
M1 ag parental = nonselective activator or artifact in parental CHO-K1 cells; Fluo-8 calcium fluorescence; scaled to maximal ATP response, vehicle zero; activation, % at 3 µM; actives 0.48% (n = 360,000); in the data active = activation above about 15%;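 note: untransfected CHO-K1 host cells lacking M1 receptor as counterscreen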
OXTR ag = human OXTR agonism | CHO-OTR cells, Fluo-8 calcium fluorescence; normalized: DMSO 0%, oxytocin 100% | activation, % at 3 µM | actives 0.32% (n = 320,000);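 active = activation above the mean of all tested compounds plus 3 SD, cutoff set per screening run, cut at about 20% in these data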;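 note: peak over basal fluorescence ratio from a 100 s FLIPR kinetic read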
CHO-K1 Ca antag = nonselective inhibitor or artifact in parental CHO-K1 cells; actives 0.6% (n = 360,000); inhibition, % at 3 µM; ATP-induced calcium, Fluo-8 fluorescence;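 active = inhibition above a per-plate cutoff, the plate's mean sample inhibition plus 3 SD, cut at about 24% in these data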;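 note: 0% = DMSO plus EC80 ATP and 100% = DMSO alone without ATP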
Numbers without * were called inactive; . = not tested or not shown. Compounds were not picked by outcome. Share with any hit: about 3.5%.

SMILES | TAAR1 antagonist | CHO parental Ca | OXTR potentiator | M1 PAM parental | V1aR counter | GPR7 antag | M1 ag parental | OXTR ag | CHO-K1 Ca antag
Cc1nn(S(=O)(=O)c2ccc(Br)cc2)c(C)c1S(=O)(=O)N1CCOCC1 | -15 | -13 | -4 | 14 | -0.8 | -10 | 0.2 | 0.4 | -18
O=C(CC1C(=O)N(c2ccccc2)C(=O)N1Cc1ccco1)Nc1ccccc1 (stereo unspecified) | 32 | 6 | -3 | 1 | 2.7 | 2 | 4.8 | 0.6 | -1
Cc1ccc(-c2nnc(Nc3ccc(C(=O)N(C)C)cc3)c3ccccc23)cc1S(=O)(=O)NC(C)(C)CO | -7 | -8 | -1 | 7 | -0.6 | 6 | 0.3 | -0.7 | -5
Cc1ccc(S(=O)(=O)Nc2ccc3nc(C)sc3c2)cc1 | . | 29 | -24 | 8 | 8.0 | -3 | 4.7 | 12 | 7
O=C1OC(c2cccs2)=N/C1=C\c1ccc(-c2cccc(Cl)c2)o1 | 11 | -8 | 1 | -4 | -0.1 | 4 | -0.1 | -1.3 | 19
Cc1ccc2c(c1)=N/C(=N\c1[nH]c(O)c3ccccc13)N=2 | 11 | . | . | 14 | . | . | -0.2 | . | -6
COc1ccc(NC(=S)NCC2CCCO2)c(OC)c1 (stereo unspecified) | 14 | 12 | 5 | -6 | -0.2 | -5 | -0.5 | 0.3 | 12
CC(C)NC(=O)CN1CCC(c2ccccc2)C(O)C1 (stereo unspecified) | -7 | 3 | -1 | 17 | -0.5 | -12 | 0.6 | 0.0 | -4
O=C(Nc1nc2ccsc2c(=O)s1)C1CCC1 | -13 | -13 | -7 | -2 | 0.0 | -16 | 1.5 | -2.9 | -3
Cc1cccc(NC(=O)C2C3C=CC4(O3)C2C(=O)N(CCCN2CCCC2)C4C(=O)NC2CCCC(C)C2C)c1 (stereo unspecified) | 13 | -20 | -11 | 25 | 0.5 | 1 | 0.4 | -1.2 | -18
COc1cc(-c2cc(-c3ccc(F)cc3)nc(N)c2C#N)ccc1O | 17 | -10 | -6 | 2 | -0.6 | -12 | -0.2 | -2.0 | -6
Cc1ccc(S(=O)(=O)N2CCCCC2)cc1NC(=O)CSc1ncn[nH]1 | 6 | -17 | -9 | 11 | -0.6 | -11 | 0.8 | 0.4 | -7
CCc1cc(C(=O)NC2CCCc3c2cnn3-c2cccc(C)c2C)n(C)n1 (stereo unspecified) | 14 | 62* | -9 | . | 9.2 | -2 | . | 9.8 | .
COc1ccc(-c2csc(CCn3nc(C)cc3C)n2)cc1OC | -31 | -8 | -2 | -17 | 0.7 | -6 | 0.8 | -0.1 | 2
COc1cc(CNC(=O)c2cnccn2)cc(OC)c1 | -13 | . | . | -22 | . | . | -0.5 | . | 10
S=C(NCc1ccc(Cl)c(Cl)c1)Nc1ccc2c(c1)OCO2 | -11 | 7 | -19 | 15 | 10 | -6 | 1.0 | 13 | -15
O=C(NCCc1ccccc1)c1cccc(Br)c1 | 2 | 0 | -4 | 11 | 0.9 | -6 | 3.6 | -2.3 | -2
CCCN1Cc2cccc(C(=O)NCc3ccccc3)c2C1=O | -1 | -15 | -7 | 20 | -0.9 | -11 | -0.2 | -2.1 | -11
Cc1ccccc1NC1C=CS(=O)(=O)C1 (stereo unspecified) | 6 | -15 | -1 | 14 | 0.6 | 0 | 0.3 | 0.1 | -9
COc1ccc(-c2nn(CCC(=O)O)cc2/C=C2\SC(N)=NC2=O)cc1 | -6 | 0 | 1 | 11 | 0.3 | -6 | 0.1 | 0.8 | 5
CC(C)c1ccc(C(=O)NCCCc2ccccc2)cc1 | 10 | -25 | 1 | -2 | -0.5 | 14 | 0.3 | -2.6 | -2
CCOC(=O)CC(=O)CSc1nc2cc(C)ccc2cc1C | 2 | -22 | -1 | 13 | -0.8 | -1 | 0.4 | -1.9 | 11
O=S(=O)(CCc1ccccc1)/N=C/c1cccs1 | -16 | 2 | -16 | 14 | 0.6 | -8 | 0.2 | 0.4 | -7
O=S(=O)(NCCc1ccccc1)c1cccc2nsnc12 | -10 | -13 | 1 | 0 | -0.4 | -9 | -0.5 | -1.5 | 10
O=CN1CCN(S(=O)(=O)c2ccc(Cl)c(C(=O)O)c2)CC1 | 0 | -3 | -3 | 4 | 0.6 | -6 | 0.2 | 0.8 | -8
Cc1ccc(S(=O)(=O)NN2C(=O)/C(=C/c3cccn3C)SC2=S)cc1 | . | -6 | -2 | . | 2.1 | -3 | . | 1.6 | .
Cc1oc(C(C)(C)C)cc1C(=O)N1CCN(c2ccc(C(F)(F)F)cn2)CC1 | -11 | -22 | 0 | -11 | 0.5 | -13 | 0.4 | -3.8 | 3
CC(C)[C@H](NC(=O)[C@@H]1Cc2ccccc2CN1)C(=O)NC1CCCCC1 | -12 | -26 | -8 | 10 | -0.4 | -8 | 0.6 | -1.6 | -18
CC(/C=C/c1ccccc1)=N\NC(=O)c1ccc2c(c1)OCCO2 | 1 | -4 | -4 | 4 | 0.6 | 2 | 2.1 | 0.0 | -4
CCc1nnc(NC(=O)c2c(-c3ccccc3)noc2C)s1 | 2 | -9 | -5 | 6 | -0.5 | 12 | 0.4 | 0.0 | -7

Continued, starting with the last 2 of the part before.
SMILES | TAAR1 antagonist | CHO parental Ca | OXTR potentiator | M1 PAM parental | V1aR counter | GPR7 antag | M1 ag parental | OXTR ag | CHO-K1 Ca antag
CC(/C=C/c1ccccc1)=N\NC(=O)c1ccc2c(c1)OCCO2 | 1 | -4 | -4 | 4 | 0.6 | 2 | 2.1 | 0.0 | -4
CCc1nnc(NC(=O)c2c(-c3ccccc3)noc2C)s1 | 2 | -9 | -5 | 6 | -0.5 | 12 | 0.4 | 0.0 | -7
COc1ccc(COc2ncnc3ccc(Br)cc23)cc1F | -8 | -29 | -9 | 13 | 3.8 | -5 | 1.5 | 3.5 | -10
CN(C(=O)c1ccc(NC(=O)Cc2cccc(NC(=O)C3CCN(C(=O)CCc4ccccc4)CC3)c2)cc1)C1CCCC1 | 8 | -10 | -3 | 6 | 0.8 | . | -0.1 | 1.9 | -10
Cc1ccc(N2C(=O)/C(=C/c3cccnc3)SC2=S)cc1 | -11 | -18 | -9 | 2 | 1.0 | -4 | -0.1 | 0.0 | 3
CC(C)CCNC(=O)c1c[nH]c2ccc(S(=O)(=O)N3CCC4(CC3)OCCO4)cc2c1=O | -10 | -7 | 0 | 15 | 1.6 | 3 | 0.6 | 1.1 | -9
COc1ccc(-c2c(-c3cc(OC)cc(OC)c3)n(C)c3ccc(-c4cc(F)cc(OC)c4)cc23)cc1 | 13 | 1 | -1 | 1 | 0.0 | . | -0.3 | 0.0 | -2
COc1ccc(-n2cc(CNCCCn3ccnc3)c(-c3cccc(F)c3)n2)cc1 | 6 | -7 | -14 | 22 | 0.7 | 1 | 2.5 | 1.2 | -9
CCc1ccc(C2=C/C(=C/c3cccnc3)C(=O)O2)cc1 | -4 | -17 | -3 | 19 | 0.1 | 1 | 0.4 | -0.9 | -7
C=C1CSc2nc(=O)c3c4c(sc3n21)CCCC4 | 4 | -32 | 4 | 13 | -0.8 | 2 | 0.7 | -1.9 | -3
CC(=C/c1ccccc1)/C=N/n1cnnc1 | 25 | 7 | -17 | 15 | 0.0 | -1 | 1.7 | 11 | 1
COc1ccc(N2C(=O)C3NN=C(C(=O)OCc4ccccc4)C3C2=O)cc1 (stereo unspecified) | -8 | -11 | 1 | 15 | 1.6 | -2 | 2.3 | 3.2 | -20

Only M1 ag parental and GPR7 antag (three entries from above):
Molecule	M1 ag parental	GPR7 antag
C=C1CSc2nc(=O)c3c4c(sc3n21)CCCC4	0.7	2
CC(=C/c1ccccc1)/C=N/n1cnnc1	1.7	-1
COc1ccc(N2C(=O)C3NN=C(C(=O)OCc4ccccc4)C3C2=O)cc1 (stereo unspecified)	2.3	-2

(cont.)
SMILES | TAAR1 antagonist | CHO parental Ca | OXTR potentiator | M1 PAM parental | V1aR counter | GPR7 antag | M1 ag parental | OXTR ag | CHO-K1 Ca antag
CCCc1cc(=O)[nH]c(SCC(=O)NC)n1 | 8 | -5 | 1 | 21 | 0.6 | -20 | 0.8 | -0.3 | -43
CC1(C)CC(=O)N(c2ccccc2)C1(C)O (stereo unspecified) | 17 | 8 | -7 | 12 | 0.9 | -3 | 0.8 | 2.0 | -2
CC(=O)c1cc(-c2ccccc2)n(CC(=O)NC2CCCC2)c1C | 0 | -18 | -9 | 8 | -1.6 | 4 | 0.0 | -2.0 | -1
O=C(CSc1cn[nH]n1)Nc1nc2ccccc2s1 | -9 | -1 | -6 | -11 | 2.4 | -10 | 0.6 | 1.8 | 0
CN1CCC(N(C)C(=O)c2ccc(Cl)c(S(=O)(=O)N(C)c3ccc(Cl)cc3)c2)CC1 | 12 | -18 | -6 | 8 | -0.2 | . | 3.1 | 0.1 | 3
Cc1cc(OCC(=O)NCC2CCC(C(=O)O)CC2)c2c(C)cc(=O)oc2c1 (stereo unspecified) | 4 | -11 | -2 | -6 | -0.5 | 13 | 0.1 | 0.2 | 14
O=S(=O)([O-])CCC[N+]1(CC#Cc2ccccc2)CCCCC1 | 5 | -7 | -13 | 16 | 0.2 | -8 | 0.8 | 0.6 | -13
CCCCn1c(SCC(=O)Nc2cc(C(F)(F)F)cc(C(F)(F)F)c2)nnc1C(CC)N(C)C (stereo unspecified) | -13 | -20 | -6 | 18 | -0.6 | -13 | 0.8 | -0.3 | -13
CC(=O)Oc1ccc(-c2csc(Nc3ccc(S(N)(=O)=O)cc3)n2)cc1 | 31 | 6 | 0 | 1 | 1.9 | -6 | 3.6 | 0.4 | 4
COc1ccccc1OCCNC(=O)CCNC(=O)c1ccccc1OC | 8 | -7 | -4 | 4 | -0.4 | . | 0.4 | -0.2 | -5
COC(=O)c1cc(-c2ccc(OC)cc2)nc2nc(SC)[nH]c(=O)c12 | -24 | -13 | -3 | 9 | 0.5 | -5 | 0.5 | -0.8 | -12
COC(=O)c1cc(S(=O)(=O)N2CCCC(C)C2)cn1C (stereo unspecified) | -6 | 8 | -3 | -15 | 1.3 | -8 | 0.3 | -1.2 | 1
O=C(CSc1ccc(-c2cccc([N+](=O)[O-])c2)nn1)NC1CCCC1 | -23 | 16 | -18 | 13 | -0.8 | -8 | 0.8 | -0.1 | 0
CCC(CC)C(=O)Nc1nnc(SCC(=O)NC2CCCCC2)s1 | -2 | -17 | -3 | 25 | -0.4 | -24 | 1.8 | -0.8 | -13
COc1ccccc1NC(=O)COc1ccc(/C=N/NC(=O)CSCc2cc(C)cc(C)c2)cc1 | -8 | -17 | 5 | -1 | -0.7 | 2 | -0.2 | -1.8 | 2
COc1cc(OC)cc(C(=O)OCC(=O)NCc2ccco2)c1 | 17 | -9 | -8 | -21 | 0.1 | . | 0.2 | -0.5 | 2

High-throughput results: PubChem BioAssay, The Scripps Research Institute Molecular Screening Center
